# Growth percent in the NCI-60 one-dose screen (48 h, 10 µM unless noted): 100 = growth as untreated, 0 = no growth, -100 = all killed.
# MOLT-4 – MOLT-4 leukemia cells | 6.9% of 80,000 active
# K-562 – K-562 leukemia; 7.4% of 78,000 active; AID 1794777
# MCF7 – MCF7 breast cancer. 6.3% of 82,000 active. AID 1794796
# MDA-MB-468 – MDA-MB-468 breast cancer | 8.5% of 78,000 active
# RPMI-8226 – RPMI-8226 leukemia cells; 7.5% of 77,000 active; AID 1794781
# SR – SR leukemia cells. AID 1794780. 8.7% of 73,000 active
# MDA-MB-435 – MDA-MB-435 melanoma; 7.8% of 82,000 active; AID 1794794
# MDA-MB-231 – MDA-MB-231 breast cancer. 5% of 81,000 active
# An asterisk follows results filed as active; nt = no result given; & = joins results of further samples; [ ] = remark or other dose. Rule for the calls: active = growth percent below 10; inactive = the rest.
SMILES,MOLT-4,K-562,MCF7,MDA-MB-468,RPMI-8226,SR,MDA-MB-435,MDA-MB-231
O=C(O)c1ccc(NCc2cn(-c3ccc(C(=O)O)cc3)nc2-c2cc(C(F)(F)F)cc(C(F)(F)F)c2)cc1,100,99,81,106,79,116,98,91
Cc1nc2c(c(=O)[nH]1)C(c1ccccc1Cl)c1ccc3ccccc3c1O2 (stereo not drawn),80,50,60,71,76,nt,83,84
Cc1cc(O)c(C(C)C)cc1N=Cc1ccc([N+](=O)[O-])cc1,97,110,96,104,nt,103,124,99
Cc1ccc(CN(CC(=O)O)N=O)cc1,103,107,97,106,102,103,107,104
NC(CSCC(=O)N1CCN(c2cc3c(cc2F)c(=O)c(C(=O)O)cn3C2CC2)CC1)C(=O)O (stereo not drawn),104,92,101,92,nt,109,108,102
CC1C=CC(OC(=O)C(C)(O)CCC(O)(C(=O)OC2CC(O)C(C(C)C)CC2(C)O)C(C)C)(C(C)C)CC1 (stereo not drawn),-46*[4.63 µM],-61*[4.63 µM],-68*[4.63 µM],-70*[4.63 µM],-40*[4.63 µM],-25*[4.63 µM],-92*[4.63 µM],-60*[4.63 µM]
Cn1c(N)nc2c(ncn2C2CC(O)C(CO)O2)c1=O (stereo not drawn),107,116,110,102,96,106,108,103
Cc1cccc(C)c1NN,103,108,91,96,98,108,102,112
O=c1[nH]cc(Br)c(=O)[nH]1,100,101,104,104,169,135,100,92
CC(C)(C)c1ccc([I+]c2ccc(C(C)(C)C)cc2)cc1,12,1.4*,7.7*,-26*,-20*,5.6*,-49*,-30*
NS(=O)(=O)c1cc(C2(O)NC(=O)c3ccccc32)ccc1Cl (stereo not drawn),94,111,102,102,93,92,101,112
CCc1c(C(=O)Nc2ccc3ccccc3c2)[nH]c(C)c1C(C)=O,68,81,85,84,76,nt,79,93
CCN(CC)CCNc1c(C)cc(CO)c(Cl)c1C,93,115,75,-8.3*,105,104,106,104
COc1ccc(C(=O)c2cc3c(N)c(C(=O)Nc4cccc(Cl)c4)sc3nc2C)cc1,20,6.9*,27,10,9.8*,-18*,-35*,28
COC(=O)C(/C(=N/N)C(=O)Nc1cc(Cl)ccc1Cl)c1nc2ccc([N+](=O)[O-])cc2[nH]c1=O (stereo not drawn),89,94,87,106,83,96,103,99
O=S1c2ccccc2Sc2ccccc21,90,100,105,102,103,91,112,95
NS(=O)(=O)c1ccc(-c2nonc2-c2ccccc2)cc1,95,101,113,94,98,95,108,113
CCc1ccccc1C(=O)N(CC)CC,96,106,91,116,103,96,104,100
C=CCc1c(O)c(OC)c2c(c1OC)OCO2,106,103,99,103,106,nt,95,97
Cc1ccc(C2C=CC(C#N)=CN2Cc2ccccc2)cc1 (stereo not drawn),93,88,97,101,92,93,97,77
O=C(Cn1[nH]c(=O)c2ccccc2c1=O)OCc1csc(-c2ccccc2)n1,104,103,102,95,106,91,109,91
COc1ccc(C(F)(F)F)cc1[N+](=O)[O-],104,107,122,101,88,111,106,109
Fc1ccc(/C=C/c2cc(/C=C/c3ccc(F)cc3)n(-c3ccc(OC(F)(F)F)cc3)n2)cc1,82,73,85,117,89,91,102,105
O=C1OCC2=C1C(c1ccccc1)c1cc3c(cc1N2CCO)OCO3 (stereo not drawn),nt,nt,-11*,9.3*,46,nt,3.0*,52
COc1ccc(-c2nc3cc(Cl)c(Cl)cc3n2CC(=O)N=Nc2c(O)[nH]c3ccc(Br)cc23)cc1,36,22,-12*,-71*,32,36,-59*,0.3*
Nc1c(C(=O)N/N=C/c2ccc(Oc3ccccc3)cc2)cnn1CC(O)c1ccccc1 (stereo not drawn),95,89,78,98,91,72,100,86
O=S(=O)(NCCCNc1nccc(-n2ccc3cccnc32)n1)c1cccc(C(F)(F)F)c1,97,100,103,108,nt,103,108,106
NS(=O)(=O)c1cc[n+]([O-])c2ccccc12,102,99,93,107,102,100,98,109
CN(C(=O)C1CC1)c1ccccc1,102&95,99,93&111,103&81,93&103,102&128,105&106,105&105
COc1ccc2cc(C(=O)/C=C/N=C3C=NNC3=O)ccc2c1,70,75,66,108,89,64,86,100
C/C=C\C=N\NC(N)=S,77,48,20,25,72,72,95,nt
O=C(CSc1nc2sc3c(c2c(=O)n1-c1ccc(Cl)cc1)CCCC3)Nc1nc(-c2ccccc2)cs1,105,102,95,107,87,105,102,93
COc1ccc(OC)c(/C=C2/C(=O)Cc3ccccc32)c1,84,86,89,85,90,76,87,92
O=C(Cn1nncc1CN1C(=O)CSC1=O)Nc1cc(Cl)cc(Cl)c1,105,107,97,113,107,101,106,98
O=C(CN1CCCCC1)Nc1nc2ccc(NCc3ccc([N+](=O)[O-])cc3)cc2s1,73,46,82,50,53,60,94,91
CCN1CCN(c2ccc(NC(=O)Nc3nc4ccc(-c5ccccc5OC)cc4s3)cc2)CC1,-52*,-67*,-71*,-77*,-33*,-38*,-85*,-74*
COc1ccc(C2C=C(n3nc(-c4ccccc4)nc3-c3ccccc3)NC(=S)N2)cc1 (stereo not drawn),103,108,100,103,102,nt,106,110
CN1CCN(c2nc3ccccc3c3c(=O)c4cc(F)ccc4sc23)CC1,24,14,67,42,nt,15,43,38
Cc1ccccc1Nc1n[nH]c(Cc2ccccc2)n1,70,72,99,104,94,100,107,110
O=C1/C(=C/c2cccc(Br)c2)COc2ccc(O)cc21,6.2*,2.9*,7.0*,53,-27*,4.4*,25,28
COCCCN=C(N)c1ccc(NC(=O)c2ccc(C(=O)Nc3ccc(C(N)=NCCCOC)cc3)cc2)cc1,86,67,109,nt,63,72,88,112
CC12CCC3c4ccccc4CCC3(CO1)C2 (stereo not drawn),89,100,97,89,97,99,107,124
CCc1nnc2n1N=C(c1ccc(Cl)cc1)CS2,93,113,86,98,96,99,97,92
CCn1c2ncccc2c2c3c(c4c5cccnc5n(C)c4c21)C(=O)NC3=O,51,99,19,31,78,43,81,54
COc1ccc(-c2cc(-c3ccc4ccccc4c3)c(C#N)c(=O)[nH]2)cc1S(N)(=O)=O,109,105,97,107,98,nt,102,94
O=C1C(Cl)=C(Cl)C(=O)C(Cl)(Cl)C1(Cl)Cl,110,105,102,106,118,115,107,120
O=C(CCl)NC(Cc1ccccc1)C(=O)OCC(=O)c1ccc(-c2ccccc2)cc1 (stereo not drawn),80,86,92,92,94,37,103,113
CCN1C(=O)N(CC)C2C1NN=c1s/c(=C3\C(=O)N(CC(C)C)c4ccccc43)c(=O)n12 (stereo not drawn),20,10,15,6.0*,18,18,-16*,12
COc1ccc(C(O)(c2ccccc2)C(C(=O)O)c2ccccc2)cc1 (stereo not drawn),102,101,114,110,95,103,117,103
O=C1/C(=C/c2ccc(OCCCOc3ccccc3)cc2)N=C2SCCCN12,75,70,72,80,79,67,101,95
COc1cc2c(c(OC)c1OC)C(=O)CC(c1cccc(NC(=O)c3cccc(NC(=O)[C@H](C)NC(=O)OC(C)(C)C)c3)c1)O2 (stereo partly drawn),37,41,39,58,37,nt,66,69
Clc1cc(Cl)c2c(c1)C=C1CCCCC3=Cc4cc(Cl)cc(Cl)c4OC13O2,76,86,81,104,85,92,101,101
Cc1c(C(=O)/C=C/Nc2c(Cl)cc(S(N)(=O)=O)cc2Cl)sc2nc3ccccc3n12,106,105,102,102,nt,110,103,102
COc1ccc(C2CC(c3ccc(Cl)cc3)=NN2c2ccccc2)cc1OC (stereo not drawn),73,87,83,106,92,80,97,90
Cc1ccn2c(NC(C)(C)CC(C)(C)C)c(-c3ccc(-c4ccccc4)cc3)nc2c1,76,61,53,91,66,74,95,95
Clc1nc(Cl)c2c3c(sc2n1)CCCC3,-28*,-33*,31,nt,1.9*,-36*,49,62
NC(N)=NCCC[C@@H](NC(=O)[C@@H](Cc1ccccc1)NC(=O)Cc1ccc(Cl)cc1)C(=O)NCC(=O)NCc1cn(CCNC(=O)CCC(F)(F)C(F)(F)C(F)(F)C(F)(F)C(F)(F)C(F)(F)C(F)(F)C(F)(F)F)nn1,95,77,95,62,105,88,97,107
COc1ccc2oc3c(c4c(c5c6ccccc6n(C)c35)C(=O)NC4=O)c2c1,100,96,82,93,102,86,101,93
COc1ccc(C(=O)/C=C/c2cccc(Cl)c2Cl)cc1S(N)(=O)=O,nt,nt,-40*,-16*,-8.8*,nt,14,1.9*
N#CC1=C(N)Oc2ccc3ccccc3c2C1c1ccccc1 (stereo not drawn),33,15,15,13,22,25,-22*,47
# Later entries:
SMILES,MOLT-4,K-562,MCF7,MDA-MB-468,RPMI-8226,SR,MDA-MB-435,MDA-MB-231
CN1CCN(CC#C[C@@H]2CC[C@]3(CO)CC[C@]4(C)[C@H](CC[C@@H]5[C@@]6(C)CC[C@H](O)C(C)(C)[C@@H]6CC[C@]54C)[C@@H]23)CC1,66,34,71,64,63,20,53,66
O=C1c2nccnc2C(=O)N1c1ccc([N+](=O)[O-])cc1[N+](=O)[O-],102,105,96,126,99,nt,106,96
COc1ccc(C(C)(c2c[nH]c3ccccc23)c2c[nH]c3ccccc23)cc1,43,54,48,76,67,69,85,57
O=C1/C(=C/c2ccc(O)cc2)COc2ccc(O)c(O)c21,4.4*,4.6*,14,-2.2*,-6.8*,13,20,20
CCN(CC)CCNc1cccc2sc3ccccc3c(=O)c12,28,74,59,55,74,42,61,77
COc1ccc(/C=N/C2=C(C#N)C(c3ccccc3)c3ccc4ccccc4c3O2)cc1 (stereo not drawn),19,12,12,18,8.2*,24,-56*,19
CO/N=C(/C)c1ccc(NC(=O)CSc2nnc(-c3ccncc3)n2-c2ccccc2)cc1,92,92,42,51,81,100,47,43
CC(C)(C)c1cccc(C(C)(C)C)c1O,99,121,99,116,113,112,115,102
C=CCCCCCCCCC1OC(C)CC(C)O1 (stereo not drawn),102,96,101,110,102,101,105,103
O=[N+]([O-])c1cccc(-c2cc(-c3cc(Br)ccc3O)[nH]n2)c1,4.7*,12,6.2*,nt,-2.8*,20,13,27
CCOC(=O)c1[nH]c(C#N)c(C(=O)OCC)c1C,nt,nt,103,105,nt,nt,94,102
CS(=O)(=O)c1ccc(Cl)cc1,101,109,84,116,105,nt,104,103
O=c1cc(CSc2cccnc2)occ1O,101,97,118,nt,97,102,117,110
Cc1cc[n+](CCC2CCCCC2)cc1,nt,nt,95,75,77,nt,118,94
C=C(C)c1ccc(/C=N/NC(N)=S)cc1,75,89,51,71,72,67,87,97

# Quoted from the entries so far (eleven entries):
SMILES,MOLT-4,K-562,MCF7,MDA-MB-468,RPMI-8226,SR,MDA-MB-435,MDA-MB-231
CN1CCN(CC#C[C@@H]2CC[C@]3(CO)CC[C@]4(C)[C@H](CC[C@@H]5[C@@]6(C)CC[C@H](O)C(C)(C)[C@@H]6CC[C@]54C)[C@@H]23)CC1,66,34,71,64,63,20,53,66
O=C1c2nccnc2C(=O)N1c1ccc([N+](=O)[O-])cc1[N+](=O)[O-],102,105,96,126,99,nt,106,96
COc1ccc(C(C)(c2c[nH]c3ccccc23)c2c[nH]c3ccccc23)cc1,43,54,48,76,67,69,85,57
O=C1/C(=C/c2ccc(O)cc2)COc2ccc(O)c(O)c21,4.4*,4.6*,14,-2.2*,-6.8*,13,20,20
CCN(CC)CCNc1cccc2sc3ccccc3c(=O)c12,28,74,59,55,74,42,61,77
COc1ccc(/C=N/C2=C(C#N)C(c3ccccc3)c3ccc4ccccc4c3O2)cc1 (stereo not drawn),19,12,12,18,8.2*,24,-56*,19
CO/N=C(/C)c1ccc(NC(=O)CSc2nnc(-c3ccncc3)n2-c2ccccc2)cc1,92,92,42,51,81,100,47,43
CC(C)(C)c1cccc(C(C)(C)C)c1O,99,121,99,116,113,112,115,102
C=CCCCCCCCCC1OC(C)CC(C)O1 (stereo not drawn),102,96,101,110,102,101,105,103
O=[N+]([O-])c1cccc(-c2cc(-c3cc(Br)ccc3O)[nH]n2)c1,4.7*,12,6.2*,nt,-2.8*,20,13,27
CCOC(=O)c1[nH]c(C#N)c(C(=O)OCC)c1C,nt,nt,103,105,nt,nt,94,102

# The results go on.
SMILES,MOLT-4,K-562,MCF7,MDA-MB-468,RPMI-8226,SR,MDA-MB-435,MDA-MB-231
COc1nc2ccc(C)cc2cc1/C=N/O,81,93,82,96,97,nt,97,125
COc1cc(C2c3cccn3-c3ccccc3N2C(C)N2CCCC2=O)cc(OC)c1OC (stereo not drawn),104,104,111,97,92,99,101,86
CC(=O)c1c(C)nc(SCC(=O)Nc2ccc(Cl)cc2)n1-c1ccc(Cl)cc1,64,83,83,71,71,91,90,82
O=C(O)/C=C\C(=O)Nc1ccc(Cc2ccc(NC(=O)/C=C\C(=O)O)cc2)cc1,93,93,103,98,103,96,107,98
COc1ccc2[nH]cc(-c3nn4cc(-c5cccnc5)nc4s3)c2c1,89,102,77,116,88,103,101,86
S=C(NCc1ccccc1)N/N=C/C=C/c1ccccc1,111,107,96,114,119,112,101,99
CC(=O)Nc1ccc(S(=O)(=O)N/N=C/c2c(O)ccc3ccccc23)cc1,94,103,89,99,97,108,106,114
c1ccc(CSC2(SCc3ccccc3)CCCC2)cc1,nt,nt,107,108,90,nt,102,101
CC(=O)Nc1ccc(S(=O)(=O)c2ccc(Cl)cc2)cc1,95,92,96,102,89,nt,116,97
COc1ccc(/C=C2/C3=C([C@@H](c4ccc(OC)c(OC)c4)C(C#N)=C(N)O3)[C@H]3CCC2N3C)cc1OC,nt,nt,90,58,71,nt,88,77
Cc1cc(C)n(-c2nnc3n2N=C(c2ccccc2)CS3)n1,101,105,102,96,89,nt,107,81
CC1(C)[C@@H]2CC[C@]1(C)[C@H](O)C2,94,107,96,107,100,89,105,103
O=CNNc1ccccc1,90,43,92,105,94,96,72,97
O=C(/C=C/c1cc(CN2CCOCC2)c(O)c2ncccc12)c1cc(CN2CCOCC2)c(O)c2ncccc12,31,10,10,4.4*,6.0*,8.0*,21,31
COc1cc(/C=C/C(/C=C/c2cc(OC)c(OC)c(OC)c2)n2ccnc2)cc(OC)c1OC,74,61,57,57,60,32,46,76
COc1ccc(Cl)cc1C(=O)NCCc1ccc(S(=O)(=O)NC(=O)NC2CCCCC2)cc1,99&113,102,102&108,118&103,99&104,90&105,107&103,105&97

# From PubChem
